Source: PubChem
JMJD2A Tudor inh – blocks the human JMJD2A Tudor domain; O75164; Potency, µM (top dose mostly 114 µM), inactives show at the top dose activity change, negative = inhibition, usual class: inhibitors; 390,000 tested, 4.4% active; AlphaScreen JMJD2A-Tudor / H3K4me3 peptide binding; further: potency means the concentration at half of the fitted maximal effect; on the % scale 0 is the no-effect control and ±100 the full control effect; nearly all actives have a fitted effect of over 50% in size
ERG-DNA inh – blocks human ERG Ets domain binding to DNA. Potency, µM (series often up to 76.9 µM), for the others: at the top dose FP activity, negative = inhibition, most hits filed as inhibitors. AID 624246. 370,000 tested, 0.028% active. fluorescence polarization, His-ERG Ets domain / labelled DNA. P11308; active means well fitted inhibition curve with a large enough effect in the polarisation, with a control signal flat; inconclusive means small, poorly fitted or top-dose-only effect, or effect the other way, or a change in a side signal; inactive means no such curve, though single readings can be large or run the other way; the % refers to the polarisation;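 further: polarization taken with two DNA probes labelled with fluorescein and Texas red; potency means the concentration at half of the fitted maximal effect; % of control where 0% means no effect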
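His-tagged ERG Ets domain (1 uM in the protein solution; 300mM KCl, 50mM Tris-HCl, 1mM EDTA, 1mM DTT, pH 7.5) received compound, then a probe mix of 5 nM fluorescein-DNA and 100nM Texas-615-DNA. Fluorescence polarization was read for both dyes.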
12-LOX inh – ALOX12 (human) lipoxygenase inhibition | P18054 | purified 12hLO, xylenol orange hydroperoxide absorbance | Potency, µM (top dose mostly 108 µM), inactives show top-dose activity change, negative = inhibition, actives largely listed as inhibitors | 580,000 tested, 1.1% active; further: potency means the concentration at half of the fitted maximal effect; on the % scale 0 is the no-effect control and ±100 the full control effect
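Hydroperoxide product was detected by ferrous iron/xylenol orange as the 573 to 405 nm absorbance ratio. Arachidonic acid at 40 uM (final) was turned over for 30 min at room temperature by 150 nM human 12hLO, pH 7.0 Hepes buffer, after 15 min compound preincubation.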
GLS inh – inhibitors of human glutaminase (GLS) | AID 624170 | GLS enzymatic activity, qHTS titration | 410,000 tested, 0.21% active | Potency, µM (doses to about 45.5 µM), without a hit: top-dose activity change, negative = inhibition, most hits filed as inhibitors; further: potency means the concentration at half of the fitted maximal effect; on the % scale 0 is the no-effect control and ±100 the full control effect
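Glutamate formation by hKGA was monitored fluorometrically using coupled glutamate oxidase, HRP and Amplex Red. Substrate was added as 1 mM L-glutamine solution; incubation was 30 min at RT after an initial read.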
PI4K2A block – blocks human PI4K2A kinase activity; Q9BTU6; purified PI4K2A, ADP-Glo luminescence, 1 h; hits give low values; activity change, negative = inhibition, % at 76.9 µM; 420,000 tested, 0.13% active; AID 1346378; in the data active means activity change below about -50%; inconclusive means mostly about -30% to -49%;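 further: -100% = wells without enzyme as full effect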
Target sequence (Q9BTU6 whole entry, looked up): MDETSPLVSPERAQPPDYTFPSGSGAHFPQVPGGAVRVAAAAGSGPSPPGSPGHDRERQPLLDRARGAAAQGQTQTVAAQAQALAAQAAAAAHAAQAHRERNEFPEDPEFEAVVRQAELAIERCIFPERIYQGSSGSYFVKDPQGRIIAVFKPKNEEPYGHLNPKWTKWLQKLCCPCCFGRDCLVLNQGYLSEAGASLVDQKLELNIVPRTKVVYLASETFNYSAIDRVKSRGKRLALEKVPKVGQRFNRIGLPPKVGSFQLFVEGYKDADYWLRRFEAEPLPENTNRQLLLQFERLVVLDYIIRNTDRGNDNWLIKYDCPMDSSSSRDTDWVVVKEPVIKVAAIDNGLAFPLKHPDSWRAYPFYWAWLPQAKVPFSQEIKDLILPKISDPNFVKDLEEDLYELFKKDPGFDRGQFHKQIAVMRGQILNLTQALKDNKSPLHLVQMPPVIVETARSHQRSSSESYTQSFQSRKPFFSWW
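ADP-Glo luminescence measured ADP generated by PI4K2A enzyme (4 ug/mL before mixing) with 1.2 mM PI substrate (pre-mix) and 300 microM ATP (pre-mix). Tris pH7.5 buffer with MgCl2, Triton X-100; 1 h reaction at ambient temperature.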
HP1b binding inh – HP1-beta chromodomain-methylated histone interaction inhibition. P83916. AlphaScreen HP1-beta / biotin-H3K9me3 peptide binding. Potency, µM (doses to about 114 µM), for inactives: top-dose activity change, negative = inhibition, hits mostly inhibitors. 390,000 tested, 0.56% active. AID 540317; further: potency means the concentration at half of the fitted maximal effect; nearly all actives have a fitted effect of over 70% in size; inactives centre near 23
Target sequence (P83916 whole entry, looked up): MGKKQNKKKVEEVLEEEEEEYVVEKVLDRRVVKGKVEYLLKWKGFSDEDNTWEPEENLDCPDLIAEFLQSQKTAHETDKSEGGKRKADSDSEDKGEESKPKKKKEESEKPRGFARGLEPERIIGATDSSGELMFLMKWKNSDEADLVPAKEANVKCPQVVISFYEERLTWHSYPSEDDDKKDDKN
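Compound inhibition of the preformed complex between 50 nM HP1-beta and 50 nM biotinylated H3K9me3 peptide was read by AlphaScreen. Buffer was PBS pH 7.4 with 0.01% Tween-20. Incubations ran 30 min at room temperature, with 10 ug/mL donor/acceptor beads.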
G9a block – G9a (human) methyltransferase inhibition. 350,000 tested, 8.8% active. G9a H3K9 monomethylation, AlphaScreen, 2 h. Q96KQ7. Potency, µM (series often up to 102 µM), inactives show at the highest dose activity, negative = inhibition, most hits filed as inhibitors; further: potency means the concentration at half of the fitted maximal effect; on the % scale 0 is the no-effect control and ±100 the full control effect; nearly all actives have a fitted effect of over 75% in size
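AlphaScreen detection with an anti-monomethyl H3K9 antibody quantified product after a 2 h room-temperature reaction containing 500 nM biotinylated H3K9 peptide, 20 µM SAM and 20 nM enzyme, which had been preincubated 15 min with compound.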
BAZ2B inh – blocks human BAZ2B. Q9UIF8. AlphaScreen BAZ2B-H3K14Ac peptide displacement. Potency, µM (highest dose often 114 µM), inactives show top-dose activity change, negative = inhibition, hits mostly inhibitors. 360,000 tested, 4.4% active. AID 504333; further: potency means the concentration at half of the fitted maximal effect; on the % scale 0 is the no-effect control and ±100 the full control effect; nearly all actives have a fitted effect of over 60% in size
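AlphaScreen luminescence quantifies BAZ2B engagement of H3K14Ac peptide; the protein and biotinylated peptide are both at 50 nM final, buffer PBS pH 7.4 with 0.01% Tween-20, all steps at room temperature.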
RGS4 inhibitor – human RGS4 inhibition | Potency, µM (series often up to 114 µM), inactives show at the highest dose activity change, negative = inhibition, actives largely listed as inhibitors | AID 504845 | P49798 | 390,000 tested, 0.039% active | Transcreener GDP fluorescence polarization, RGS4-accelerated GTP hydrolysis; further: potency means the concentration at half of the fitted maximal effect; on the % scale 0 is the no-effect control and ±100 the full control effect; nearly all actives have a fitted effect of over 75% in size; some results filed as inactive show a strong effect at the top dose
Target sequence (P49798 whole entry, looked up): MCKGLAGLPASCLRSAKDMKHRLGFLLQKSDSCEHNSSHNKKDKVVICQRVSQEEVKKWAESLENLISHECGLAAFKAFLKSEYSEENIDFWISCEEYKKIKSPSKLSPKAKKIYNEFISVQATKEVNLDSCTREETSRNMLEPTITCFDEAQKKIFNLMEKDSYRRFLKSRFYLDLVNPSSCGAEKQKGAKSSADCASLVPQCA
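MLSMR compounds (23 nl, pin-transferred) preincubated 10 min at room temperature with a 500nM (2x) first reagent, then RGS4 at 900nM (2x) plus Transcreener GDP mix added; fluorescence polarization (620/688 nm) read before and after 90 min at 30 °C.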
An asterisk follows results filed as active; ? = inconclusive; . = no result given; & = joins results of further samples; [ ] = dose if it differs, or a comment. Unless noted, the call rests on the fitted dose curve; in most records, active means well fitted curve in the direction sought with a large enough effect; inconclusive means small, poorly fitted or top-dose-only effect, or another doubt; inactive means no such curve, though single readings can be large; an effect the other way counts as inactive or inconclusive. Some of the compounds tested (hit frequency here may not be typical).

compound	JMJD2A Tudor inh	ERG-DNA inh	12-LOX inh	GLS inh	PI4K2A block	HP1b binding inh	G9a block	BAZ2B inh	RGS4 inhibitor
COCCNC(=O)/C(C#N)=C/c1ccc(OCc2ccc(F)cc2)cc1	-6%	3%	249%[activator]	3%	11	31%	2%[59 µM]	-9%	-28%
CCOC(=O)c1cnc2ccc(OCC)cc2c1NCCN1CCOCC1	-8%	0%	14%	?	10	54%[activator]	.	-10%	-30%
O=S1(=O)C=C(Oc2ccc3ccccc3c2)c2ccccc21	13%	1%	.	0%	-1	42%[activator]	31%[0.501 µM]	-16%[57.1 µM]	-9%
COc1cc(C(=O)NCCc2ccc(S(N)(=O)=O)cc2)ccc1OCc1c(C)noc1C	-17%	0%	-17%	-2%	-6	40%[activator]	-2%[12.7 µM]	1%	-7%
O=C(CCCCn1cnc2c(=S)nc[nH]c21)Nc1ccc(C(=O)O)cc1	1.4µM*	-3%	-21%	-19%	-9	71µM*	.	.	-49%
Cc1cc(C)c(NC(=O)CNC(=O)CNC(=O)C2CCCCC2)c(C)c1	-9%	-5%	-4%	7%	1	25%	-7%[2.33 µM]	2%	12%
OCC1(Cc2ccccc2)CCN(C2CCN(c3ccc(F)c(F)c3)CC2)CC1	-14%	1%	50µM*	-11%	-6	20%	-36%	-27%	-21%
CC(C)NC(=O)C1CCCN(S(C)(=O)=O)C1 (stereo unspecified)	-10%	.	4%	-7%	0	18%	-27%[12.7 µM]	2%	2%

The list continues:
compound	JMJD2A Tudor inh	ERG-DNA inh	12-LOX inh	GLS inh	PI4K2A block	HP1b binding inh	G9a block	BAZ2B inh	RGS4 inhibitor
O=C(CNC(=O)c1ccncc1)N/N=C/c1cc(Br)ccc1O	0%	0%	-3%	19%	-2	37%	29%[59 µM]	6%	16%
COc1ccc(N2Cc3cccc(C(=O)Nc4cc(C)cc(C)c4)c3C2=O)cc1	?	3%	-24%	6%	2	-1%	-30%[59 µM]	?	1%
CCCOc1ccc(/C(O)=C2\C(=O)C(=O)N(CCCOC)C23C(=O)N(C)c2ccccc23)cc1 (stereo unspecified)	-6%	0%	-70%	-3%	-11	43%[activator]	-38%[2.33 µM]	29%	7%
COc1ccc(C(=O)c2c3ccc(C(F)(F)F)cc3[n+]([O-])n2CCCC(N)=O)cc1	-14%	4%	-26%	4%	0	33%	17%[2.33 µM]	-6%	34%
O=C(O)CSCc1nc2ccccc2s1	-9%	-5%	?	-20%	8	49%[activator]	-10%[59 µM]	3%	-30%
Cc1oc(CC(C)C)cc1C(N)=O	-15%	11%	-24%	-1%	-6	0%	.	89%[activator]	17%
COc1ccccc1N1CCN(S(=O)(=O)CCNC(=O)COc2ccc(F)cc2)CC1	-15%	6%	-28%	-9%	2	11%[57 µM]	5%[59 µM]	-15%	33%
COc1ccc(Br)cc1CNC(=O)CCNC(=O)Cn1ccc2ccccc2c1=O	-23%	-7%	-7%	1%	2	-8%	3%	-11%	5%

The listing continues:
compound	JMJD2A Tudor inh	ERG-DNA inh	12-LOX inh	GLS inh	PI4K2A block	HP1b binding inh	G9a block	BAZ2B inh	RGS4 inhibitor
COc1ccc(/C=N/NC(C)(C)C)c(OC)c1	-17%	-1%	?	-25%	2	17%	13µM*	?	10%
COc1cc(CNC(=O)c2ccc(Cn3nc(C)c(Cl)c3C)o2)cc(OC)c1	-17%	.	-22%	-7%	0	14%	-26%[12.7 µM]	-4%	4%
CCOC(=O)c1c(-c2ccccc2)nc2ccc(C)cn12	-4%	-6%	-5%	8%	-7	36%	81%[activator][59 µM]	?	2%
COc1ccc2c(C)nc(Nc3nc(C)c(C)c(=O)[nH]3)nc2c1	-26%	-5%	-15%	0%	0	-3%	20%[59 µM]	0%	17%
CC(Sc1nnc2n1CCCCC2)C(=O)Nc1ccc(S(N)(=O)=O)cc1 (stereo unspecified)	-11%	2%	-11%	1%	6	9%	45µM*	5%	29%
Cc1ccc(Cn2c(=N)n(CC(O)COc3ccccc3)c3ccccc32)cc1 (stereo unspecified)	-24%	.	?	1%	4	6%	?	-28%	-1%
O=C(Cn1ncc2c3ccccc3n(Cc3cccc(Cl)c3)c2c1=O)NC1CCCCCC1	?	-3%	?	3%	0	22%	3%[59 µM]	?	-23%
C=CCN(c1cccc(C(F)(F)F)c1)S(=O)(=O)c1cccc(C(=O)OCC(=O)NC)c1	-8%	-1%	-22%	-10%	2	38%	?	-3%	-2%

The results go on.
compound	JMJD2A Tudor inh	ERG-DNA inh	12-LOX inh	GLS inh	PI4K2A block	HP1b binding inh	G9a block	BAZ2B inh	RGS4 inhibitor
Cc1cc(C)c2oc(C(=O)Nc3nnc(C(C)C)s3)cc(=O)c2c1	-23%	5%	-8%&5%	?	1	22%	-19%[59 µM]	-9%	26%
COc1ccc(S(=O)(=O)N2CCN(CC(=O)Nc3ccccc3OC)CC2)cc1	-3%	-13%	-5%	-1%	1	20%	11%[0.0925 µM]	1%	8%
COc1ccc2c(c1)C1(Nc3ccccc3C(=O)N1c1ccccc1)C(=O)N2 (stereo unspecified)	-10%	.	-1%[57.4 µM]	31%	2	28%	5%[59 µM]	-5%	27%
Cc1ccc(S(=O)(=O)N2CCCCC2CCNC(=O)C(=O)NCCc2ccco2)cc1 (stereo unspecified)	-31%	10%	0%	-2%	-2	-14%	?	?	-38%
CCOc1ccccc1N1CC(c2nc3ccccc3n2CCOc2ccc(C(C)(C)C)cc2)CC1=O (stereo unspecified)	?	7%	-21%	9%	1	-14%	?	?	-1%
Cc1sc(N)nc1C12CC3CC(CC(C3)C1)C2	-26%	7%	15%	-24%	1	?	45µM*	?	1%
Cc1nn(C)c(C(=O)Nc2ccc(Cl)c([N+](=O)[O-])c2)c1Cl	-12%	.	0%	-2%	-3	27%	16µM*	5%	-11%
COc1ccc(C(=O)O/N=C2\CCCc3nonc32)cc1	7%	-1%	-15%	-4%	0	31%	4%[59 µM]	5%	21%

(listing goes on)
compound	JMJD2A Tudor inh	ERG-DNA inh	12-LOX inh	GLS inh	PI4K2A block	HP1b binding inh	G9a block	BAZ2B inh	RGS4 inhibitor
CCN1CCCC1CNC(=O)c1cc(N)ccc1OC (stereo unspecified)	0.79µM*	-9%	-98%	-5%	1	?	.	.	4%
COc1ccc(-n2nc(C(=O)NCC(=O)NC3CCCCCC3)c3ccccc3c2=O)c(OC)c1	-11%	1%	?	0%	-1	13%	-7%	-15%	-5%
Cc1cc(C)c(Cn2c3ccccc3c3cnn(CC(=O)NC4CCCCCC4)c(=O)c32)c(C)c1	5%	2%	-24%	-14%	-2	44%	11%[59 µM]	-1%	-9%
C#CCNc1cc(-c2ccccc2)nc2ncnn12	12%	4%	-5%	-1%	-14	19%	-6%[12.7 µM]	-4%	8%
COc1ccc(C(=O)N2CCC(C(=O)NCc3ccccn3)CC2)cc1	-8%	10%	0%	-3%	1	56%	-3%	-1%	-5%
O=C(Nc1nc(-c2ccc3c(c2)OCO3)cs1)C1COc2ccccc2O1 (stereo unspecified)	-25%	4%	12%[57.4 µM]	1%	2	6%	-27%	-4%	21%
COc1ccc(OC)c(S(=O)(=O)Nc2cccc3c(O)cccc23)c1	-21%	-12%	?	7%	-7	20%	.	.	-4%
Cc1ccccc1Oc1nc2ccccn2c(=O)c1/C=C(\C#N)C(=O)Nc1c(C)n(C)n(-c2ccccc2)c1=O	-3%	-13%	-8%	-2%	-16	11%	-9%	-9%	1%

(further entries)
compound	JMJD2A Tudor inh	ERG-DNA inh	12-LOX inh	GLS inh	PI4K2A block	HP1b binding inh	G9a block	BAZ2B inh	RGS4 inhibitor
CCCCn1c(=O)c2oc3ccccc3c2n(Cc2ccccc2C)c1=O	0%	0%	-9%	-1%	-1	14%	9%[59 µM]	9%	11%
Cc1cc(Nc2ccc(Br)cc2)nc(C)n1	-15%	3%	-29%	4%	2	29%	-3%[59 µM]	-10%	-1%
Cc1c(S(=O)(=O)N2CCCC(C(=O)O)C2)cnn1C (stereo unspecified)	-9%	-8%	10%	0%	-1	0%	9%	7%	-8%
COc1ccc(NC(=O)c2ccc(COCC(F)(F)F)cc2)cc1OC	-14%	3%	8%	2%	2	21%	5%[59 µM]	4%	25%
COCCCNC(=O)CC1Oc2ccccc2NC1=O (stereo unspecified)	-1%	-8%	-1%	-7%	5	70%[activator]	-2%[59 µM]	-4%	-10%
CCOC(=O)C(NC(C)=O)C(=O)Nc1ccc(C(C)C)cc1 (stereo unspecified)	-8%	-6%	-10%	-15%	2	8%	-10%[59 µM]	-4%	45%
CN(C)Cc1c(-c2ccc(Cl)cc2)nc2ccccn12	-7%	-1%	-18%	-4%	2	28%	-6%	-1%	-6%
CCCN1C(=O)c2ccccc2NC1c1cc(OC)c(OC)c(OC)c1 (stereo unspecified)	0%	-17%	-3%	21%	-4	32%	-5%[59 µM]	2%	-10%
CCOC(=O)N1CCN(C(=O)CSc2cc(C)nc3c(-c4ccccc4OC)c(C)nn23)CC1	-10%	-2%	24%	0%	2	18%	48%[12.7 µM]	3%	-1%
COc1ccc(S(=O)(=O)N2CCOCC2)cc1NC(=O)COc1ccc2c(C)cc(=O)oc2c1	-12%	-14%	-5%	-2%	-3	35%	.	.	-5%
